Source: PubChem (Southern Research Specialized Biocontainment Screening Center)
H37Rv inhibition – M. tuberculosis growth inhibition, HTS (AID 449762); 330,000 tested, 0.59% active; M. tuberculosis H37Rv growth inhibition, 7H9 media; higher % means a stronger effect; one-dose inhibition, % at 25 µM; IC50 in µM for titrated hits; in the data active means a potency from the dose series; inconclusive means inhibition above about 70% without an active follow-up result;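 further: bacterial growth assessed after seven days of incubation; strong numbers were not always called active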
tuberculosis growth – growth inhibition of non-replicating M. tuberculosis (AID 488890); Mycobacterium tuberculosis non-replicating, growth inhibition; higher % means a stronger effect; 320,000 tested, 0.39% active; inhibition, % at 25 µM; hits with a dose series show IC50 in µM; in the data active means a potency from the dose series; inconclusive means inhibition mostly from about 82% at the one dose, without a potency; inactive means the rest, 99 in 100 with inhibition below about 76%;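 further: plate controls were DMSO cells for no effect and high antibiotic wells for full effect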
PhoP GFP inhibition – PhoP regulon inhibitors, Salmonella typhi PhoP promoter GFP reporter, confirmatory (AID 1850); Salmonella Typhi PhoP-promoter GFP reporter, fluorescence, 4 h; higher % means a stronger effect; inhibition, % at 50 µM, or IC50 in µM where a hit was titrated; 310,000 tested, 0.33% active; in the data active means a potency from the dose series; inconclusive means inhibition mostly from about 25% at the one dose, without a potency; inactive means the rest, 99 in 100 with inhibition below about 19%;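 further: 0% = induced wells with vehicle and 100% = uninduced wells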
VEEV TC-83 Vero – inhibitors of VEEV TC-83 cytopathic effect, confirmation, Vero cells (AID 588727) | Vero cells, VEEV TC-83 cytopathic effect inhibition; higher % means a stronger effect | one-dose inhibition, % at 20 µM; IC50 in µM for titrated hits | 350,000 tested, 0.13% active; in the data active means a potency from the dose series; inconclusive means inhibition mostly from about 14% at the one dose, without a potency; inactive means the rest, 99 in 100 with inhibition below about 12%; further: strong numbers were not always called active
H1N1 NS1A inhibition – NS1A inhibition, H1N1 influenza, cell based functional assay (AID 504329) | NS1A functional cell-based assay, percent inhibition; higher % means a stronger effect | inhibition, % at 12.5 µM; hits with a dose series show IC50 in µM | 340,000 tested, 0.3% active; in the data active means a potency from the dose series; inconclusive means inhibition above about 27% without an active follow-up result; further: strong numbers were not always called active
VEEV TC-83 Vero 10K pilot screen – recorded beside VEEV TC-83 Vero, whose call it bears; inhibition, %; measured here: 10K pilot screen inhibition
Active calls of the source: *; i = inactive; ? = inconclusive; . = not tested or not shown. Rows were taken by chance; overall some 1.5% were active at least once.

SMILES	H37Rv inhibition	tuberculosis growth	PhoP GFP inhibition	VEEV TC-83 Vero	H1N1 NS1A inhibition	others
O=C(Nc1cccc2cccnc12)c1cc(F)c(F)cc1Cl	10%	15%	1%	7.1%	0%
CCCCCn1c(=O)c(C(=O)Nc2c(C)n(C)n(-c3ccccc3)c2=O)c(O)c2ccccc21	0%	9%	-18%	3.2%	19%
O=C(NCc1ccco1)c1ccc(N2CCCCC2)c([N+](=O)[O-])c1	-2%	8%	-5%	i	11%
COc1ccc(Br)cc1-c1noc(-c2ccccc2F)n1	1%	-16%	6%	2.2%	0%
COc1ccc(-c2ccc3nnc(SCC(=O)NCC4CCCO4)n3n2)cc1 (stereo unspecified)	-9%	-18%	2%	6.8%	-2%
Cc1ccc(NS(=O)(=O)c2cccc([N+](=O)[O-])c2)nc1	-1%	-7%	7%	0.6%	-1%
CC(C)CC(=O)N1CCN(c2ccc([N+](=O)[O-])cc2Cl)CC1	-7%	60%	5%	i	-3%
COc1ccc(CN(CC(=O)NCC2CCCO2)C(=O)CCC(=O)Nc2cc(C)on2)cc1 (stereo unspecified)	-12%	-9%	1%	0.7%	14%
CN(C)Cc1c(C(=O)N/N=C/c2ccco2)nnn1-c1nonc1N	5%	-4%	8%	3.9%	-1%
COC(=O)c1ccc(CNC(=O)COC(=O)c2cccs2)cc1	13%	31%	.	0.2%	2%
CCC(=O)N1CCN(c2ccc(NC(=O)COc3ccccc3[N+](=O)[O-])cc2)CC1	-3%	1%	9%	9.8%	-9%
CCOc1ccc(N(CC(=O)Nc2ccc(C)c(C)c2)S(=O)(=O)c2c(C)[nH]c(=O)[nH]c2=O)cc1	0%	43%	6%	0.6%	-7%
O=C(COC(=O)CCNS(=O)(=O)c1ccccc1)Nc1ccc(OC(F)F)cc1	5%	21%	.	1.0%	2%
NNC(=O)c1[nH]c2ccc(Cl)cc2c1-c1ccccc1	53%	5%	-4%	12%	-5%
CNC(=O)c1sc(-c2ccc(Cl)cc2)nc1C	7%	7%	-22%	2.4%	3%
O=C(Nc1cccc(S(=O)(=O)N2CCCCCC2)c1)C1CCN(C(=O)c2ccc(Cl)cc2)CC1	61%	9%	0%	7.3%	2%
CC(=O)N(CC(C)C(=O)O)c1c(I)cc(I)c(N)c1I (stereo unspecified)	-2%	2%	7%	0.1%	0%
COc1ccc(CN(C(=O)c2cc(=O)c3cc(C)cc(C)c3o2)C2CCS(=O)(=O)C2)cc1 (stereo unspecified)	5%	12%	-24%	4.3%	6%
O=C1c2[nH]nc(-c3ccccc3O)c2C(c2ccc(F)cc2)N1CC1CCCO1 (stereo unspecified)	0%	9%	34%	i	7%
C=CCNC(=S)N1CCN(c2cccc(C(F)(F)F)c2)CC1	1%	35%	-6%	i	4%
COc1ccccc1-c1csc(Cc2nnc3n2CCCCC3)n1	-10%	-4%	-13%	2.1%	-15%
COC(=O)c1cc(S(=O)(=O)NC2CCCCC2)cn1C	1%	2%	6%	1.2%	-3%
C=CCn1c2ccccc2c2nnc(SCC(N)=O)nc21	1%	7%	2%	0.4%	-20%
CN(Cc1ccncc1)C1CC(=O)N(c2ccc(Cl)cc2)C1=O (stereo unspecified)	-10%	23%	-7%	0.5%	0%
CS(=O)(=O)c1ccc(Cl)c(NC(=O)c2cccc(N3C(=O)CCC3=O)c2)c1	6%	-4%	3%	1.3%	-2%
CC(=O)c1cccc(NC(=O)CCS(=O)(=O)c2cccc3nonc23)c1	?	66%	-5%	0.3%	3%	VEEV TC-83 Vero 10K pilot screen=0.7
Cc1ccc(C(=O)NNC(=O)c2ccccc2)cc1S(=O)(=O)N1CCCCC1	-15%	23%	.	0.7%	-7%
O=C(O)c1cc(N=Cc2c(O)c3ccccc3oc2=O)ccc1O	1%	49%	11%	0.2%	0%
CCc1[nH]nc(C(=O)N2CCCC(CO)(Cc3ccc(F)cc3F)C2)c1C (stereo unspecified)	2%	5%	16%	8.6%	6%
Cc1cccc(-c2nc(CS(=O)CC(=O)NCC3CCCO3)c(C)o2)c1 (stereo unspecified)	-7%	-2%	4%	0.0%	9%	VEEV TC-83 Vero 10K pilot screen=0.6

Ordered by SMILES length (descending): 15 of the compounds above.
SMILES	H37Rv inhibition	tuberculosis growth	PhoP GFP inhibition	VEEV TC-83 Vero	H1N1 NS1A inhibition	others
CCOc1ccc(N(CC(=O)Nc2ccc(C)c(C)c2)S(=O)(=O)c2c(C)[nH]c(=O)[nH]c2=O)cc1	0%	43%	6%	0.6%	-7%
COc1ccc(CN(C(=O)c2cc(=O)c3cc(C)cc(C)c3o2)C2CCS(=O)(=O)C2)cc1 (stereo unspecified)	5%	12%	-24%	4.3%	6%
CCC(=O)N1CCN(c2ccc(NC(=O)COc3ccccc3[N+](=O)[O-])cc2)CC1	-3%	1%	9%	9.8%	-9%
CS(=O)(=O)c1ccc(Cl)c(NC(=O)c2cccc(N3C(=O)CCC3=O)c2)c1	6%	-4%	3%	1.3%	-2%
CCc1[nH]nc(C(=O)N2CCCC(CO)(Cc3ccc(F)cc3F)C2)c1C (stereo unspecified)	2%	5%	16%	8.6%	6%
CC(=O)c1cccc(NC(=O)CCS(=O)(=O)c2cccc3nonc23)c1	?	66%	-5%	0.3%	3%	VEEV TC-83 Vero 10K pilot screen=0.7
CC(C)CC(=O)N1CCN(c2ccc([N+](=O)[O-])cc2Cl)CC1	-7%	60%	5%	i	-3%
COc1ccc(-c2ccc3nnc(SCC(=O)NCC4CCCO4)n3n2)cc1 (stereo unspecified)	-9%	-18%	2%	6.8%	-2%
Cc1ccc(NS(=O)(=O)c2cccc([N+](=O)[O-])c2)nc1	-1%	-7%	7%	0.6%	-1%
CN(Cc1ccncc1)C1CC(=O)N(c2ccc(Cl)cc2)C1=O (stereo unspecified)	-10%	23%	-7%	0.5%	0%
O=C(O)c1cc(N=Cc2c(O)c3ccccc3oc2=O)ccc1O	1%	49%	11%	0.2%	0%
COC(=O)c1ccc(CNC(=O)COC(=O)c2cccs2)cc1	13%	31%	.	0.2%	2%
O=C(Nc1cccc2cccnc12)c1cc(F)c(F)cc1Cl	10%	15%	1%	7.1%	0%
COc1ccc(Br)cc1-c1noc(-c2ccccc2F)n1	1%	-16%	6%	2.2%	0%
CNC(=O)c1sc(-c2ccc(Cl)cc2)nc1C	7%	7%	-22%	2.4%	3%

The results go on.
SMILES	H37Rv inhibition	tuberculosis growth	PhoP GFP inhibition	VEEV TC-83 Vero	H1N1 NS1A inhibition	others
COc1ccccc1N(C)S(=O)(=O)c1ccc(C(=O)Nc2ccc(C)cc2C)cc1	.	.	.	9.6%	-2%
O=C(c1cccc(S(=O)(=O)Nc2ccc(Br)cc2)c1)N1CCC1	-3%	11%	0%	3.2%	-1%
Cc1cccc(N2C(=O)c3cccc4c(N(C)CCO)ccc(c34)C2=O)c1	-5%	-9%	-50%	2.5%	-7%
CCc1ccc(N(CC(=O)NC2CCCCC2)C(=O)CCC(=O)Nc2ccccn2)cc1	4%	-9%	5%	2.1%	-6%
COc1ccc(NC(=O)COC(=O)CCNS(=O)(=O)c2ccc(Cl)cc2)cc1	-9%	19%	13%	2.5%	-7%
COCCCNC(=O)c1ccccc1N(Cc1ccccc1)S(=O)(=O)c1ccccc1	2%	-1%	-7%	i	-9%
N#CC1=C(N)SC(N)=C(C#N)C1c1ccoc1	4%	2%	-22%	.	.
Cn1c(C(=O)O)c(CC(=O)NCC2COc3ccccc3O2)c2ccccc21 (stereo unspecified)	-10%	-12%	-8%	1.2%	-5%
CCC(C)(C)C1CCc2[nH]nc(C(=O)NC(C)C)c2C1 (stereo unspecified)	-5%	6%	1%	0.5%	-5%
CC(C)CNC(C)C(=O)Nc1ccc(S(N)(=O)=O)cc1 (stereo unspecified)	-5%	0%	3%	1.6%	-4%
COc1ccc(OC)c(NC(=O)CSc2nnc(-c3ccco3)n2-c2ccc(C(=O)O)cc2)c1	-5%	20%	-5%	2.1%	-1%
COc1ccc(-c2csc(NC(=O)c3ccccc3S(C)(=O)=O)n2)cc1	12%	20%	-14%	11%	-1%
C/C(=N\OCC(=O)NCC(F)(F)F)c1cc2ccccc2o1	-6%	-6%	-8%	0.9%	-4%
O=C(O)CC1SC(N/N=C/c2ccc(Br)cc2)NC1=O (stereo unspecified)	1%	27%	-9%	0.8%	13%
Cc1nnsc1S(=O)c1ccc(F)cc1 (stereo unspecified)	-2%	9%	-9%	1.7%	1%
CC(C)C(C(=O)NCC1CCCO1)N(CC1CCCO1)C(=O)CNS(=O)(=O)c1ccccc1 (stereo unspecified)	-6%	-7%	-10%	0.5%	4%
Cc1ccc(Sc2cc(C(=O)NCCCN(C)C)c3ccccc3n2)cc1	6%	53%	5%	i	0%
COc1ccc(N2C(=O)N3[C@H](c4cccc(C)c4)[C@@H]4C(=O)N(Cc5ccccc5)C(=O)[C@@H]4[C@]3(Cc3ccccc3)C2=O)cc1	9%	62%	-10%	.	.
COCCCNC(=O)c1cc2c(=O)n3cc(C)ccc3nc2nc1NCC1CCCO1 (stereo unspecified)	2%	21%	-7%	.	.
Cc1ccc(CC2CC(=O)N(c3cc(C)on3)C2=O)cc1 (stereo unspecified)	-8%	0%	-5%	i	-13%
Cn1c(SCc2nn[nH]n2)nc2c1c(=O)n(Cc1ccccc1Cl)c(=O)n2C	-8%	1%	-10%	2.4%	1%
COC(=O)c1cc(NC(=O)C2CC2)cc(C(=O)OC)c1	-2%	5%	9%	3.6%	-2%
COc1ccc(NC(=O)CSc2nnc(-c3cc(C)[nH]n3)n2N)cc1OC	6%	5%	1%	i	-5%
CCOc1ccc(C2OCCC(C)O2)cc1OC (stereo unspecified)	.	.	.	0.2%	1%
COc1ccc(C2/C(=C(/O)c3ccc4c(c3)CC(C)O4)C(=O)C(=O)N2CCN2CCOCC2)cc1OC (stereo unspecified)	.	.	.	2.9%	-12%
O=C(c1ccc(CSc2ccccc2)cc1)N1CCN(c2ccccc2)CC1	-4%	49%	0%	3.9%	2%
COc1ccc(CNC(=O)C2CCN(c3cc(C(=O)Nc4cccc(OC)c4)ccn3)CC2)cc1	7%	42%	-6%	8.1%	-3%
CCN(CC)S(=O)(=O)c1csc(C(=O)OCC(=O)c2ccccc2)c1	2%	33%	-4%	i	-7%
CC(=O)n1cc(/C=N/NC(=O)c2cccc(O)c2)c2ccccc21	6%	2%	-5%	0.4%	-8%
COc1cc(OC)c(C(=O)OCC(=O)Nc2ccccc2Cl)cc1OC	-2%	-3%	1%	1.6%	8%
CN1CCC(N(C)c2ccc(C(N)=O)cc2[N+](=O)[O-])CC1	0%	-1%	7%	1.3%	-4%
O=c1c2c3c(sc2ncn1/N=C/c1ccc([N+](=O)[O-])o1)CCCC3	?	?	-2%	i	9%
CN1CCc2c(sc3c2C(=O)NC(c2ccccc2)N3)C1 (stereo unspecified)	2%	-13%	-6%	i	-3%
O=C(O)c1ccc(-[n+]2c(-c3ccccc3)cc(-c3ccccc3)cc2-c2ccccc2)cc1	-13%	-4%	-7%	i	2%
Cn1c(-c2sc3cc(C(F)(F)F)cnc3c2-c2ccccc2)n[nH]c1=S	8%	-2%	-15%	0.3%	-6%
c1cc(-c2nnc3sc(C4CCCCC4)nn23)ccn1	3%	9%	5%	0.2%	9%
COc1ccccc1NS(=O)(=O)c1cc(NC(=O)Cn2cnc3c2c(=O)n(C)c(=O)n3C)ccc1C	6%	10%	2%	0.3%	0%
NC(=O)c1cc(NC(=O)COC(=O)CCCN2C(=O)c3cccc4cccc(c34)C2=O)cc(C(N)=O)c1	-8%	6%	.	14%	-1%
CNc1nc2c(c(=O)[nH]c(=O)n2C)n1CCCc1ccccc1	-1%	4%	1%	0.4%	-9%
Cc1ccc(C(=O)N(CC(=O)NC2CCCC2)c2cccc(F)c2)s1	9%	-1%	-17%	0.1%	3%
CCC1CCc2sc(C(=O)NCC(c3ccc(OC)cc3)N3CCCC3)cc2C1 (stereo unspecified)	?	?	8%	?	19%
CCN(c1ccc(OC)cc1)S(=O)(=O)c1nnc(NC(=O)C(C)C)s1	-1%	1%	-14%	i	-2%
CN(C)CCCNC(=O)c1ccc(-c2cc(O)c3ncccc3c2)cc1	4%	21%	.	1.7%	4.2µM*
COC(=O)C1CN(C(=O)C(C)Oc2ccc(C(C)C)cc2)c2ccccc2O1 (stereo unspecified)	48%	28%	-5%	0.6%	0%
CC(=O)N1N=C(c2ccccc2O)OC1(C)CC(=O)Nc1ccccc1 (stereo unspecified)	-3%	4%	-4%	0.8%	-2%
